Bcl-B TR3 displacers: displacers of TR3 peptide from Bcl-B, primary screen, selectivity assay for Bfl-1 inhibitor project, biochemical, fluorescence polarization. FP displacement of FITC-TR3 peptide from Bcl-B; higher % means a stronger effect. displacement, % at 20 µM; hits with a dose series show IC50 in µM. Bcl-2-like protein 10 (Homo sapiens). actives 0.11% (n = 96,000). AID 748, 2007;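 active means displacement above 50% at 20 µM plus a fluorescence interference ratio under 1.5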;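 further: plate controls were wells without compound for no effect and wells lacking Bcl-B protein for full effect; a part of the inactive calls stands beside numbers as strong as those of hits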
PLAP inhibition: PLAP enzyme inhibitors, biochemical, luminescence, HTS (AID 690). purified PLAP, luminescent substrate; higher % means a stronger effect. one-dose inhibition, % at 20 µM; IC50 in µM for titrated hits. actives 0.08% (n = 96,000); in the data active means a potency from the dose series; inactive means the rest, 99 in 100 with inhibition below about 30%; further: strong numbers were not always called active
NFkB transloc pot: enhancers of NFkB p65 translocation in HUVEC – imaging, IL-1B stimulus, high-content imaging, primary screen | HUVEC IL-1B NFkB p65 nuclear translocation imaging | activation, % at 2 µM | actives 0.3% (n = 94,000);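 active means activation above 40%, about the mean plus 3 SD, also judged a hit on visual image review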;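 further: percent activation is computed from the nuclear over cytoplasmic p65 intensity ratio; values of inactives mirror those of a sister screen read the other way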
IL1B NFkB inh: inhibitors of IL-1B driven NFkB p65 nuclear import, primary screen, imaging, HUVEC, IL-1B stimulus, high-content imaging. HUVEC IL-1B NFkB p65 nuclear translocation imaging. inhibition, % at 2 µM. actives 0.43% (n = 94,000);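 active means inhibition above about 30% together with a positive call from visual inspection of the well image, limit read from the data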;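 further: nuclear over cytoplasmic p65 intensity ratio measured by imaging; 0% = IL-1B stimulated DMSO wells and 100% = unstimulated DMSO wells; values of inactives mirror those of a sister screen read the other way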
MRP resist rev: reversal of MRP1-mediated doxorubicin resistance, primary screen, H69AR cells, doxorubicin co-treatment | actives 0.04% (n = 85,000) | differential viability (reversal), % at 10 µM | H69AR cells + 2 uM doxorubicin, CellTiter-Glo, 72 h | AID 602, 2007;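 active means viability drop by adding the cancer drug above about 55%, with treated viability meeting a 40% cutoff, limit read from the data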;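 further: viability without doxorubicin minus viability with 2 µM doxorubicin for each compound; larger differential means the compound sensitizes cells more to doxorubicin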
MRP resist rev cytotoxicity: also measured in MRP resist rev; calls as there; viability, %; H69AR cells, CellTiter-Glo, 72 h; measured here: cytotoxicity without doxorubicin
MRP resist rev with doxorubicin: also measured in MRP resist rev; calls as there; viability, %; measured here: viability with 2 uM doxorubicin; stronger effect = lower value
IL1B NFkB inh cell count 2 µM: further read-out of IL1B NFkB inh, marked with its call; cell count; measured here: cells passing quality filter;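 raw number of nuclei counted in each imaged well without normalization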
NFkB transloc pot cell count 2 µM: also measured in NFkB transloc pot; calls as there; cell count; measured here: cells passing quality filter
* marks the source's active call; other numbers are inactive results; . = no result given.

SMILES	Bcl-B TR3 displacers	PLAP inhibition	NFkB transloc pot	NFkB transloc pot cell count 2 µM	IL1B NFkB inh	IL1B NFkB inh cell count 2 µM	MRP resist rev	MRP resist rev cytotoxicity	MRP resist rev with doxorubicin
CSc1nc(Sc2ccc(Cl)cc2)c2ccccc2n1	-1.4%	8.4%	-5.1	114	5.1	114	.	.	.
Cc1ccc(C(=O)O)cc1NC(=O)C1CCCN1S(=O)(=O)c1cccc2nsnc12 (stereo unspecified)	15.3%	-34.9%	19.7	189	-19.7	189	0.6	102.5	101.8
Cc1cccc(/C=C2/S/C(=N/N=C3\CC4CCC3(C)C4(C)C)NC2=O)c1 (stereo unspecified)	9.5%	-12.7%	-5.3	169	5.3	169	.	.	.
O=C(NCC1CCCO1)c1ccccc1-c1nc(-c2ccc(Cl)cc2)no1 (stereo unspecified)	-1.7%	-33.9%	10.8	180	-10.8	180	10.9	89.2	78.3
Cc1ccccc1N(C(=O)Cn1nnc2ccccc21)C(C(=O)NCc1ccco1)c1ccncc1 (stereo unspecified)	-1.4%	-44.2%	.	.	.	.	11.0	86.5	75.5
COC(=O)c1ccccc1NC(=O)C12CC3CC(C1)CC(n1cnc(Cl)n1)(C3)C2	.	.	-28.1	78	28.1	78	-9.3	61.5	70.8
Cc1nc(N/N=C/c2ccccc2)nc(N(C)c2ccccc2)c1[N+](=O)[O-]	0.0%	20.0%	-13.1	121	13.1	121	.	.	.
Cc1cc(NC(=O)COC(=O)COc2cccc3c2OC(C)(C)C3)no1	0.4%	-11.5%	7.3	178	-7.3	178	.	.	.
CC(=O)c1cccc(S(=O)(=O)N(CCCO)Cc2cc3ccc(C)cc3[nH]c2=O)c1	-1.7%	-23.7%	3.3	184	-3.3	184	10.1	105.2	95.1
COC(=O)[C@H](CCSC)NC(=O)Nc1ccc(C)c(C)c1	0.8%	6.0%	-0.9	194	0.9	194	0.4	92.4	92.0
O=c1c2ccccc2nc(SCc2ccccc2)n1Cc1ccco1	-1.8%	9.0%	-8.5	116	8.5	116	23.8	93.0	69.2
CCN(CC)CCN1C(=O)C(=O)/C(=C(/O)c2c(C)[nH]c(C(=O)OC)c2C)C1c1ccc(OC)cc1 (stereo unspecified)	-4.7%	-50.7%	.	.	.	.	-4.0	90.7	94.7
CCN(CC)CCN(CC)Cc1ccccc1Br	4.6%	-43.0%	14.1	90	-14.1	90	3.5	93.7	90.2
CCOc1ccc(Nc2oc(Cc3ccccc3)nc2C#N)cc1	-9.3%	-15.8%	-5.3	114	5.3	114	5.1	78.0	72.9
CCCCC(c1nnnn1C1CCCC1)N1CCN(C2CCCC2)CC1 (stereo unspecified)	-5.2%	-55.4%	37.0	127	-37.0	127	-3.6	88.3	91.9
O=C(NCCc1ccc(S(=O)(=O)N2CCCC2)cc1)c1cccs1	7.6%	17.2%	-6.7	221	6.7	221	5.0	87.8	82.8
O=C(NCc1cccs1)C1CCCN(S(=O)(=O)c2ccc(Br)s2)C1 (stereo unspecified)	-1.0%	-5.6%	9.1	64	-9.1	64	4.5	90.0	85.6
COc1c(F)c(F)c(C(=O)O)c(Nc2ccccc2C)c1F	16.2%	-4.8%	-1.3	121	1.3	121	3.8	98.5	94.8
N#C/C(=C\c1ccc(N2CCOCC2)o1)c1nc2ccccc2[nH]1	-238.9%	6.5%	-16.2	160	16.2	160	-19.8	19.6	39.4
CC(C)(C)C1CCC(C(=O)Nc2ccccc2)CC1 (stereo unspecified)	3.0%	-2.9%	0.9	206	-0.9	206	.	.	.
Cc1ccccc1NC(=O)c1ccc(NC(=O)c2ccco2)cc1	-6.6%	10.0%	3.3	141	-3.3	141	8.1	81.7	73.6
CC1=C(C(=O)N2CCOCC2)C(c2cccs2)NC(=O)N1 (stereo unspecified)	4.1%	0.0%	9.2	176	-9.2	176	4.5	102.3	97.8
CCOc1ccc2[nH]c(=O)c(CN(CCO)C(=O)c3ccccc3F)cc2c1	-5.5%	-10.2%	22.1	208	-22.1	208	0.1	83.6	83.5
CNC(=O)NC(=O)CSc1nc2cc(C(=O)OC)ccc2c(=O)n1-c1ccccc1	-9.1%	24.1%	20.9	209	-20.9	209	-4.1	81.5	85.5
CN(/N=C/c1ccncc1)c1cnn(-c2ccc(F)c(Cl)c2)c(=O)c1Cl	-43.0%	-4.7%	-2.0	122	2.0	122	.	.	.
CCOC(=O)c1cn(-c2nc(-c3ccc(Cl)cc3)cs2)c2c(F)c(N3CC(C)OC(C)C3)c(F)cc2c1=O (stereo unspecified)	0.3%	-0.2%	.	.	.	.	.	.	.
CCC(C)(C)n1nnnc1CN(Cc1cc2cc(OC)ccc2[nH]c1=O)C1CCCC1	-0.9%	-42.6%	4.5	163	-4.5	163	20.6	66.7	46.1
CC1(C)CC(=O)C(C=NCCC2=CCCCC2)=C(O)C1	-9.6%	-3.3%	-5.4	103	5.4	103	-3.8	80.9	84.7
Cn1c(CNC(=O)c2cccs2)nnc1SCC(=O)Nc1ccc(Cl)cc1	.	.	3.6	99	-3.6	99	-16.9	84.0	100.9
COc1ccc(C(=O)Nc2ccccc2C(=O)NC(C)C)cc1OC	8.8%	-18.8%	5.4	59	-5.4	59	6.2	86.2	80.0
CC1(C)CC(CC(=O)NC(=S)Nc2ccc([N+](=O)[O-])cc2)C(=O)O1 (stereo unspecified)	1.1%	-8.2%	15.3	164	-15.3	164	14.0	88.5	74.5
CSc1nc2ccc3nc(NC(=O)c4ccc(Cl)s4)sc3c2s1	-0.6%	-50.4%	26.9	181	-26.9	181	3.6	65.8	62.2
COCC(C)NS(=O)(=O)c1ccc(NC(=O)C(Cc2ccccc2)NC(N)=O)cc1 (stereo unspecified)	5.9%	-18.3%	-0.4	194	0.4	194	11.7	87.3	75.7
CCOCc1nnc(NC(C)=O)s1	6.8%	1.0%	-4.0	160	4.0	160	11.1	100.1	89.1
CCOC(=O)CCCCC(=O)c1[nH]c(=O)[nH]c1CN1CCOCC1	-3.1%	-14.8%	.	.	.	.	-2.1	82.0	84.1
O=C(NCCCN1CCOCC1)c1cc(-c2ccc(F)cc2)on1	-9.5%	-11.7%	-2.9	163	2.9	163	28.8	99.7	70.9

Sorted by molecular weight (largest number first): some entries from above
SMILES	Bcl-B TR3 displacers	PLAP inhibition	NFkB transloc pot	NFkB transloc pot cell count 2 µM	IL1B NFkB inh	IL1B NFkB inh cell count 2 µM	MRP resist rev	MRP resist rev cytotoxicity	MRP resist rev with doxorubicin
O=C(NCc1cccs1)C1CCCN(S(=O)(=O)c2ccc(Br)s2)C1 (stereo unspecified)	-1.0%	-5.6%	9.1	64	-9.1	64	4.5	90.0	85.6
COCC(C)NS(=O)(=O)c1ccc(NC(=O)C(Cc2ccccc2)NC(N)=O)cc1 (stereo unspecified)	5.9%	-18.3%	-0.4	194	0.4	194	11.7	87.3	75.7
CN(/N=C/c1ccncc1)c1cnn(-c2ccc(F)c(Cl)c2)c(=O)c1Cl	-43.0%	-4.7%	-2.0	122	2.0	122	.	.	.
CCOc1ccc2[nH]c(=O)c(CN(CCO)C(=O)c3ccccc3F)cc2c1	-5.5%	-10.2%	22.1	208	-22.1	208	0.1	83.6	83.5
Cc1cccc(/C=C2/S/C(=N/N=C3\CC4CCC3(C)C4(C)C)NC2=O)c1 (stereo unspecified)	9.5%	-12.7%	-5.3	169	5.3	169	.	.	.
O=C(NCCc1ccc(S(=O)(=O)N2CCCC2)cc1)c1cccs1	7.6%	17.2%	-6.7	221	6.7	221	5.0	87.8	82.8
Cc1nc(N/N=C/c2ccccc2)nc(N(C)c2ccccc2)c1[N+](=O)[O-]	0.0%	20.0%	-13.1	121	13.1	121	.	.	.
CCCCC(c1nnnn1C1CCCC1)N1CCN(C2CCCC2)CC1 (stereo unspecified)	-5.2%	-55.4%	37.0	127	-37.0	127	-3.6	88.3	91.9
Cc1cc(NC(=O)COC(=O)COc2cccc3c2OC(C)(C)C3)no1	0.4%	-11.5%	7.3	178	-7.3	178	.	.	.
COc1c(F)c(F)c(C(=O)O)c(Nc2ccccc2C)c1F	16.2%	-4.8%	-1.3	121	1.3	121	3.8	98.5	94.8

Following part:
SMILES	Bcl-B TR3 displacers	PLAP inhibition	NFkB transloc pot	NFkB transloc pot cell count 2 µM	IL1B NFkB inh	IL1B NFkB inh cell count 2 µM	MRP resist rev	MRP resist rev cytotoxicity	MRP resist rev with doxorubicin
CCOC(=O)N1CCN(C(=O)c2cccn3c(=O)c4cc(Cl)ccc4nc23)CC1	-4.4%	-41.6%	0.9	171	-0.9	171	.	.	.
CCn1c(NC(=O)c2ccc(COc3ccc(C)cc3[N+](=O)[O-])o2)nc2ccccc21	-16.8%	-3.5%	0.3	202	-0.3	202	.	.	.
CCCOc1ccc(-c2nnc(-c3ccncc3)o2)cc1	3.6%	-8.3%	.	.	.	.	-5.1	90.2	95.3
O=S(=O)(Nc1cccnc1)c1cccc(C(F)(F)F)c1	-9.1%	5.1%	5.7	160	-5.7	160	0.2	97.7	97.5
Cc1cc(Cl)ccc1Oc1ncc(-c2ccc(Cl)cc2)cn1	0.9%	14.2%	0.3	145	-0.3	145	.	.	.
CCCCn1c(SCC(=O)OC)nc2c1c(=O)n(C)c(=O)n2C	4.0%	8.7%	1.8	135	-1.8	135	23.7	90.1	66.5
CCOC(=O)c1c(NC(=O)/C=C/c2ccco2)sc(C)c1C	3.8%	-4.0%	-8.7	156	8.7	156	.	.	.
O=C(c1cccs1)n1nc(-c2ccccc2)nc1NCc1ccc(F)cc1	2.2%	33.7%	-23.4	110	23.4	110	-3.9	103.9	107.8
Cc1ccc(/C=c2\sc3n(c2=O)CN(c2ccc(Br)cc2)CN=3)o1	-13.5%	3.4%	-3.4	78	3.4	78	-5.4	84.2	89.7
c1ccc(OCCSc2nnnn2C2CCCCC2)cc1	-0.7%	-17.9%	10.4	209	-10.4	209	5.4	84.8	79.3
O=C(O)C(Cc1ccccc1)NS(=O)(=O)c1ccc2c(c1)OCCO2 (stereo unspecified)	8.6%	8.8%	3.3	156	-3.3	156	-1.5	101.1	102.5
CCOc1ccc(NC(=O)Cn2nnc(C(=O)NCc3ccco3)c2N)cc1	1.1%	8.2%	.	.	.	.	-1.2	83.8	85.0
CCC(C)C(=O)Nc1nc(C)c(-c2csc(Nc3cc(OC)ccc3OC)n2)s1 (stereo unspecified)	-30.6%	-20.4%	1.3	186	-1.3	186	.	.	.
Cc1ccc(NC2OC(CO)C(O)C(O)C2O)cc1 (stereo unspecified)	-8.4%	2.8%	-3.1	172	3.1	172	-0.7	89.4	90.1
CC(=O)c1sc(NC(=O)C(C)C)nc1C	-0.5%	-1.4%	-97.8	159	97.8*	159*	10.0	95.3	85.3
CCc1ccc(NC2CC(=O)N(c3ccc(OC)cc3OC)C2=O)cc1 (stereo unspecified)	-8.0%	8.6%	14.7	142	-14.7	142	15.0	99.8	84.8
c1ccc(Cn2c(CSc3nnnn3-c3ccccc3)nc3ccccc32)cc1	4.1%	9.3%	1.8	187	-1.8	187	14.0	71.5	57.5
COc1ccc(CCNC(=O)CCN2C(=O)COc3ccc(C)cc32)cc1OC	-1.2%	-35.1%	0.3	171	-0.3	171	3.2	84.0	80.8
COc1ccc(OC)c(/C=c2\sc3nc(-c4cccs4)nn3c2=O)c1	-4.9%	-25.6%	.	.	.	.	4.7	84.2	79.5
Cc1ccc(Oc2ccc(-c3nc(N)nc(N)n3)cc2)cc1C	8.3%	17.1%	-9.7	165	9.7	165	3.0	54.8	51.7
COc1cc(CCC(=O)N2CCN(c3ccc(N4CCOCC4)nn3)CC2)cc(OC)c1OC	-1.2%	-47.7%	-25.8	159	25.8	159	11.2	102.2	91.0
N#CC1(c2ccc(NC(=O)c3ccccc3)cc2)CCCC1	-3.1%	-19.3%	-3.6	92	3.6	92	.	.	.
COC(=O)C1CCN(C(=O)c2sc3nc(-c4ccc(F)cc4)cn3c2C)CC1	-2.3%	-35.6%	-8.3	143	8.3	143	-26.9	40.4	67.3

From PubChem

These rows are one share of the data; the hit share may differ from the screen's.
